High-throughput results from PubChem.
DSG3 Ab inh: inhibitors of pemphigus antibody binding to DSG3, primary screen, biochemical, bead-based, flow cytometry, scFv-GFP. binding (percent of control), % at 10 µM. actives 0.48% (n = 310,000). Desmoglein-3 (Homo sapiens), P32926. DSG3-coupled beads, scFv-anti-DSG3-GFP binding; stronger effect = lower value;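 active = binding more than 3 SD below its plate's average and above zero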;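 also: hits lower antibody fragment binding to DSG3; some compounds called inactive have numbers as strong as hits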
MITF act: activators of MITF-driven TRPM1 promoter reporter, primary screen, cell-based, SK-MEL-5, luciferase, single point. SK-MEL-5 TRPM1-promoter luciferase, 24 h; % of positive control, neutral wells = 0. actives 0.75% (n = 300,000). activation, % at 12.5 µM. AID 588334, 2011;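 active = mean activation of at least 80% with every replicate also reaching 80%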;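 also: 0% = neutral control wells and 100% = parthenolide positive control wells; values of inactives mirror those of a sister screen read the other way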
NSD2 inh: NSD2 histone methyltransferase inhibitors, primary screen, biochemical, AlphaScreen, single concentration, set 2; Histone-lysine N-methyltransferase NSD2 (Homo sapiens), O96028; NSD2 peptide methylation, 120 min; inhibition, % at 12.5 µM; actives 0.54% (n = 310,000); in the data active = inhibition above about 50%
SR-BI HDL uptake: inhibitors of SR-BI mediated HDL lipid uptake, primary screen, ldlA[mSR-BI] cells, fluorescence, single point. Scavenger receptor class B member 1 (Mus musculus), Q61009. ldlA[mSR-BI] CHO cells, DiI-HDL uptake fluorescence, 3 h. inhibition, % at 12.5 µM. actives 0.96% (n = 320,000). AID 488896, 2010;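 active = mean replicate inhibition of at least 70% and a set share of replicates each scoring 70 or more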;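 also: 0% = median of neutral control wells and 100% = median of positive control wells; values of inactives mirror those of a sister screen read the other way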
Target sequence (Q61009 whole entry, looked up): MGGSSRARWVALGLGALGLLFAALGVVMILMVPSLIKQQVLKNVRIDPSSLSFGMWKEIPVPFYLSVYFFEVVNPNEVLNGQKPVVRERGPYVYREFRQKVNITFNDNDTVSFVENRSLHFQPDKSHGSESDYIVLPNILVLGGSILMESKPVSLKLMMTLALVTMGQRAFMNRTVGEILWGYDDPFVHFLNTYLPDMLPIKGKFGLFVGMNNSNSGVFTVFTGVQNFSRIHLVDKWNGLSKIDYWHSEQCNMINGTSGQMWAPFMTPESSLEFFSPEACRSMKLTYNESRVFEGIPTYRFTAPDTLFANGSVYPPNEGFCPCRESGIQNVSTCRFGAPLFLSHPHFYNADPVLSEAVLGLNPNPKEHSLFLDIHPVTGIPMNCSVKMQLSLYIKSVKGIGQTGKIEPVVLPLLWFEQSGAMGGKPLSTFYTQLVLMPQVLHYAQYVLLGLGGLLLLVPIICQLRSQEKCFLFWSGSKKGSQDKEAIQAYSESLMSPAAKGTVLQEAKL
PKA-R2B act: activators of PKA-R2B holoenzyme, primary screen, biochemical, fluorescence polarization, Cy5-IP20, human; PKA-R2B holoenzyme dissociation; R2B truncated from residue 108, S112A mutant; 0% DMSO only, 100% 113 µM cGMP; actives 0.079% (n = 340,000); activation, % at 11.4 µM; AID 504700, 2011; cAMP-dependent protein kinase catalytic subunit beta (Homo sapiens) + cAMP-dependent …;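 active = activation above a cutoff set at the mean over all compounds plus 3 SD, cut at about 18% in these data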;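 also: higher means more holoenzyme dissociation and a rise in polarization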
SR-BI DiI-HDL act: activators of SR-BI mediated DiI-HDL uptake, primary screen, ldlA[mSR-BI] CHO cells, DiI fluorescence | 3 h; 100 = double the neutral-control signal | activation, % at 12.5 µM | actives 0.096% (n = 320,000) | AID 504775, 2011;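 active = mean replicate activation of at least 60% and every replicate at or above 60%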;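 also: 0% = median plate neutral-control signal and 100% = twice that signal; values of inactives mirror those of a sister screen read the other way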
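Assay system: CHO ldlA[mSR-BI] cells, LDL receptor-null, SR-BI overexpressing; medium: Ham's F12 with 0.5% BSA, HEPES 25 mM, pH 7.4; also added: DiI-HDL 10 µg/mL; timing: 3 h uptake period with compound, 37 °C; signal: DiI fluorescence, bottom read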
Mot1-301 SUMO: yeast Mot1-301 growth rescue at high temperature, primary screen, SUMOylation pathway inhibitor project, S. cerevisiae, ATP luminescence, 38.5C; AID 2716, 2010; actives 1% (n = 320,000); growth rescue, % at 18.8 µM; S. cerevisiae Mot1-301 growth rescue; percent above DMSO median, 100 means doubled;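 active = every valid replicate shows activation above 250% relative to neutral control wells; inactive = the rest, any valid replicate at or below 250%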;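 also: OY570 slx delta 5 strain wells were the positive control but not used for scaling; some compounds called inactive have numbers as strong as hits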
Arr AP2 block: inhibitors of beta-arrestin/AP2 binding, primary screen, biochemical, GPCR trafficking, flow cytometry; beta-arrestin 1 C-terminal peptide binding to AP2 beta2-adaptin appendage (human); FITC-arrestin peptide / GST-AP2 beads; AP2 beta2 appendage carries R879A mutation; inhibition, % at 10 µM; actives 0.31% (n = 340,000);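 active = inhibition above a set limit, near 3 SD of compounds lacking own fluorescence, cut at about 54% in these data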;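 also: plate controls were DMSO wells for no effect and 5 µM unlabelled arrestin peptide for full effect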
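System: GST-AP2 R879A bound to glutathione beads, E. coli-expressed. Also added: 50 nM FITC-arrestin peptide. Schedule: compound with beads 12 min RT, then probe 1 h RT. Signal: bead flow cytometry, FITC channel. Read-out basis: percent response.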
CDK5 inh: inhibitors of human CDK5/p35 kinase, primary screen, biochemical, single concentration; Recombinant CDK5/p35, ADP-Glo luminescence, 60 min; Cyclin-dependent kinase 5 (Homo sapiens) + Cyclin-dependent kinase 5 activator 1 (Homo …; actives 0.01% (n = 330,000); inhibition, % at 10 µM;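 active = highest replicate inhibition of at least 50% and at least 75% of replicates reaching 50%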;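 also: plate controls were DMSO neutral control for no effect and GW8510 at 10 µM for full effect; many of its hits are not listed in these tables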
PKA-R1A act: activators of PKA-R1A holoenzyme, primary screen, biochemical, fluorescence polarization, Cy5-IP20, bovine R1A, mouse PKAc; cAMP-dependent protein kinase type I-alpha regulatory subunit (Bos taurus) + …; PKA-R1A dissociation; scaled: DMSO 0%, 113 µM cGMP 100%; activation, % at 11.4 µM; actives 0.083% (n = 340,000); AID 504707, 2011;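 active = percent activation above the mean of all tested compounds plus 3 SD, cut at about 19% in these data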;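 also: higher means more PKAc released from R1A so a rise in polarization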
dFosB act: activators of delta FosB homodimer, primary screen, biochemical, fluorescence polarization, TAMRA-CDK5 oligo, single point | Protein FosB (Mus musculus), P13346 | purified delta FosB; percent of positive-control signal above neutral wells | activation, % at 25 µM | actives 0.99% (n = 340,000) | AID 493131, 2011;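 active = mean activation above about 17%, with every replicate also reaching it, limit read from the data, passing the limit was not always enough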;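 also: fluorescence polarization rise as delta FosB binds a TAMRA Cdk5 AP-1 oligo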
Target sequence (P13346 whole entry, looked up): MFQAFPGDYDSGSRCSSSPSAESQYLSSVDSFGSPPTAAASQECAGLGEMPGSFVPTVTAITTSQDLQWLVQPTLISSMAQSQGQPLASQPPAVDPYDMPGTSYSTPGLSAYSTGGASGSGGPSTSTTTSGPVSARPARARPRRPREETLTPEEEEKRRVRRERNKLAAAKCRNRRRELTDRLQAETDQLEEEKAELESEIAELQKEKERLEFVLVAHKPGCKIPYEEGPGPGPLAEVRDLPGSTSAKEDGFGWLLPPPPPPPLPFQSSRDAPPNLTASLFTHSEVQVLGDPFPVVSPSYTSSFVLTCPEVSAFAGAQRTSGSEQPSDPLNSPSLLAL
Numbers without * were called inactive; · = not tested or not shown.

SMILES	DSG3 Ab inh	MITF act	NSD2 inh	SR-BI HDL uptake	PKA-R2B act	SR-BI DiI-HDL act	Mot1-301 SUMO	Arr AP2 block	CDK5 inh	PKA-R1A act	dFosB act
CCOc1ccc(CC(=N)C2=C(O)CC(C)(C)CC2=O)cc1OCC	111	-7	-2	2	2	-2	·	0	0.3	-15	-3
O=C(Nc1ccccc1)C1COc2ccccc2O1 (configuration not stated)	102	·	-2	-24	-1	24	9	11	1.4	-12	4
COc1ccc(OC)c(N(C)S(=O)(=O)c2ccc3c(c2)N(C(C)=O)CCO3)c1	97	-4	-1	-9	7	9	-8	1	1.7	-3	0
Cn1c(=O)n(C)c2cc(N3CCCC3)c(NC(=O)c3cccc(F)c3)cc21	109	-10	9	40	7	-40	14	-7	-0.6	0	-7
CCCS(=O)(=O)N1CCCC(C(=O)NCCN2CCOCC2)C1 (configuration not stated)	105	-2	-4	-3	-10	·	4	8	-1.0	6	-4
COC(=O)C1Cc2c([nH]c3ccccc23)CN1C(C)=O (configuration not stated)	92	-6	8	-7	-7	7	-4	1	0.4	0	2
CCn1cc(C(=O)NCCCN2CCCC(C)C2)c(=O)c2cc(S(=O)(=O)N(C)C3CCCCC3)ccc21 (configuration not stated)	108	1	6	-18	7	18	217	30	0.3	-12	-9
Cc1ccc(OCC(=O)Nc2ccc3c(c2)nc2n3CCOC2)cc1	92	0	1	-10	2	10	-3	-4	-0.4	5	-4
Cc1ccc(NC(=O)CSc2nc(C)c(Cc3ccccc3)c(=O)[nH]2)cc1C	103	-6	-1	13	6	-13	62	10	-0.9	4	6
O=C(O)CCC(=O)/C=C/c1ccccc1	102	4	2	-9	3	9	-25	13	0.0	9	5
CCOC(=O)C1CCCN(C(=O)/C=C/c2ccc(Cl)cc2)C1 (configuration not stated)	96	-7	-1	-1	2	1	420*	-9	0.8	-3	-9
COC(=O)C12OCC34C(CC5C(C)=C(O)C(=O)CC5(C)C3C(O)C1O)OC(=O)C(OC(=O)C=C(C)C)C24 (configuration not stated)	91	·	-2	-6	-6	6	·	-1	1.1	3	-12
Cc1cccc(C)c1NC(=O)CCCN1C(=O)C(c2ccccc2)Oc2cccnc21 (configuration not stated)	103	-2	-2	-5	-1	5	3	27	-0.5	-4	-8
CN(C)c1ncc(S(=O)(=O)c2ccccc2)c(-c2ccc(Cl)cc2Cl)n1	100	5	-3	11	-1	-11	·	8	-0.3	5	0
COc1ccc(CC(=O)NC(CC(=O)O)c2ccc(OC)cc2)cc1 (configuration not stated)	96	-9	7	-2	-7	2	15	0	-0.7	8	-6
Cc1cccc(NS(=O)(=O)c2ccc(C)c(C(=O)NCC(c3cccs3)N(C)C)c2)c1 (configuration not stated)	105	10	1	-3	-6	3	·	13	-0.1	-11	-12
COc1c(Cl)cc(Cl)cc1CNCCNCCO	103	-2	9	-15	1	15	-9	17	2.3	-3	0
COc1cccc(N2C(=O)CC(N3CCN(S(=O)(=O)c4ccccc4)CC3)C2=O)c1 (configuration not stated)	103	12	10	-15	-5	15	0	1	-0.3	12	-7
Cc1cccc(C(=O)NC(=S)Nc2ccc(S(=O)(=O)N3CCN(C)CC3)cc2)c1	102	-7	4	28	-6	-28	4	-6	-0.7	-5	-11
O=S(=O)(NCCCN1CCN(c2ccccc2F)CC1)c1cccc2cccnc12	105	-8	·	32	-3	-32	4	5	0.8	-2	-5

Single records, from the list above:
Cc1cccc(C(=O)NC(=S)Nc2ccc(S(=O)(=O)N3CCN(C)CC3)cc2)c1 reads DSG3 Ab inh = 102; MITF act = -7; NSD2 inh = 4; SR-BI HDL uptake = 28; PKA-R2B act = -6; SR-BI DiI-HDL act = -28; Mot1-301 SUMO = 4; Arr AP2 block = -6; CDK5 inh = -0.7; PKA-R1A act = -5; dFosB act = -11
CCOC(=O)C1CCCN(C(=O)/C=C/c2ccc(Cl)cc2)C1 (configuration not stated) reads DSG3 Ab inh = 96; MITF act = -7; NSD2 inh = -1; SR-BI HDL uptake = -1; PKA-R2B act = 2; SR-BI DiI-HDL act = 1; Mot1-301 SUMO = 420*; Arr AP2 block = -9; CDK5 inh = 0.8; PKA-R1A act = -3; dFosB act = -9

2 neighbouring entries already listed, quoted:
SMILES	DSG3 Ab inh	MITF act	NSD2 inh	SR-BI HDL uptake	PKA-R2B act	SR-BI DiI-HDL act	Mot1-301 SUMO	Arr AP2 block	CDK5 inh	PKA-R1A act	dFosB act
Cc1cccc(C(=O)NC(=S)Nc2ccc(S(=O)(=O)N3CCN(C)CC3)cc2)c1	102	-7	4	28	-6	-28	4	-6	-0.7	-5	-11
O=S(=O)(NCCCN1CCN(c2ccccc2F)CC1)c1cccc2cccnc12	105	-8	·	32	-3	-32	4	5	0.8	-2	-5

Carrying on.
SMILES	DSG3 Ab inh	MITF act	NSD2 inh	SR-BI HDL uptake	PKA-R2B act	SR-BI DiI-HDL act	Mot1-301 SUMO	Arr AP2 block	CDK5 inh	PKA-R1A act	dFosB act
Cc1ccc(C)c(N(CC(=O)NC2CCCC2)C(=O)c2cc3cc4cc(C)ccc4nc3s2)c1	97	-1	·	13	1	-13	55	-1	-1.0	1	-5
O=C(Nc1ccc(-c2csc(Nc3ccccc3)n2)cc1)c1cc([N+](=O)[O-])cc(C(F)(F)F)c1	101	-6	·	96*	8	-96	-2	0	0.7	-9	1
CCN(CC)CCN1C(=O)C2C(C(=O)Nc3cccc(C)c3)C3C=CC2(O3)C1C(=O)NC1CCCC(C)C1C (configuration not stated)	·	-4	0	·	-1	·	-4	1	0.1	-8	-4
COc1ccc2nc(Nc3nc(CSc4ccc(C)cc4)cc(=O)[nH]3)nc(C)c2c1	100	17	7	29	-7	-7	17	-3	0.8	-6	-7
S=c1[nH]nc(C23CC4CC(CC(C4)C2)C3)n1Cc1ccco1	97	4	-2	-11	-8	11	16	0	1.9	-10	-3
CCC(C(=O)NC(C)CCc1ccco1)n1nc(C)n2c(cc3occc32)c1=O (configuration not stated)	102	3	0	14	-17	-14	-12	26	-3.5	-10	-4
Cc1cc(=O)oc2cc(OC(=O)C3CCN(C(=O)c4ccc(F)cc4)CC3)ccc12	101	9	2	-27	-2	27	·	-6	1.3	5	-3
CC1(C(=O)NCC2CCCO2)Oc2cccnc2NC1=O (configuration not stated)	113	5	5	-29	-3	29	-5	-4	-1.5	9	-8
CC1(C)Cc2c(sc(NC(=O)C(=O)NCC3CCCO3)c2C(N)=O)CO1 (configuration not stated)	·	13	-2	-13	-19	13	11	2	·	-6	-3
COC(=O)c1c(NC(=O)CCCC(=O)O)sc2c1CCC2	105	9	1	-15	5	15	8	-11	-2.8	1	2
CCCNC(=O)Cn1c(-c2ccc(F)cc2)cc(C(=O)OCC)c1C	103	-11	1	-11	6	11	-17	-12	1.6	-3	-8
CCC(=O)Nc1cc(-c2cc3ccccc3oc2=O)ccc1OC	106	74	-13	-1	-3	1	-3	-2	-0.5	-1	-4
O=C(COC(=O)Cc1ccccc1F)Nc1cccc(F)c1	98	3	-1	-6	-9	6	0	-6	1.0	5	-7
Cc1nonc1OCCN1CCN(c2ccccc2[N+](=O)[O-])CC1	86	-10	1	-6	4	6	-7	-5	-0.3	-8	-5
CC(C)(C)c1cc(CSC(=S)NC2CCS(=O)(=O)C2)c(Br)c(C(C)(C)C)c1 (configuration not stated)	·	-15	-1	38	-1	-38	20	-18	-0.7	-4	-10
Oc1c(C=C2N=c3ccccc3=N2)sc(=S)n1-c1ccc2ccccc2c1	84	-6	-2	17	-8	-17	39	11	5.2	-7	14
Cn1nnnc1Sc1ncnc2scc(-c3cccc(Br)c3)c12	·	-82	·	-13	2	13	139	5	1.0	-7	-2
O=C(NCCC1=CCCCC1)Nc1ccc2nsnc2c1	93	69	-13	11	-5	-11	13	20	0.1	0	-9
O=C(COc1cccc(F)c1)Nc1ccc2[nH]c(=O)[nH]c2c1	89	4	33	·	-2	·	-13	9	-0.2	-10	-1
Fc1ccc(NC(=S)Nc2ccc(F)c(Cl)c2)cc1Cl	108	-3	-14	25	-2	-25	-9	-3	0.5	-6	-3
Cc1ccc(NC(NC(=O)c2ccccc2[N+](=O)[O-])C(Cl)(Cl)Cl)cc1 (configuration not stated)	116	3	0	0	-4	0	23	35	0.0	-1	3
COc1ccc(S(=O)(=O)N(C)CC(=O)Nc2ccc3c(c2)OCCO3)cc1	103	-1	-2	-8	6	8	145	-3	0.3	-8	-5

Compounds as they come; overall some 4.7% were active at least once.
